# KKLEB tox = CF airway cell cytotoxicity counter-screen; actives 0.36% (n = 360,000); KKLEB CF airway cells viability, ATPlite luminescence, overnight; hits give low values; cells stimulated with P. aeruginosa culture filtrate; activity change (cytotoxicity), % at 5 µM;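 active = corrected activity change at or below -50% at 5 µM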
# NR2E3 ag-1 = activates human NR2E3 receptor; Q9Y5X4; inhibition of corepressor binding, % at 3.98 µM; CHO-S Gal4-NCOR/VP16-NR2E3 two-hybrid, luciferase; AID 602229; actives 0.35% (n = 360,000);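 active = inhibition above the mean of all tested compounds plus 3 SD, cut at about 70% in these data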;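 note: 0% = DMSO with NR2E3 transfected cells and 100% = cells lacking NR2E3 construct; higher means lower luciferase signal from less NR2E3 corepressor binding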
# Target sequence (Q9Y5X4 whole entry, looked up, the tested form may be a part): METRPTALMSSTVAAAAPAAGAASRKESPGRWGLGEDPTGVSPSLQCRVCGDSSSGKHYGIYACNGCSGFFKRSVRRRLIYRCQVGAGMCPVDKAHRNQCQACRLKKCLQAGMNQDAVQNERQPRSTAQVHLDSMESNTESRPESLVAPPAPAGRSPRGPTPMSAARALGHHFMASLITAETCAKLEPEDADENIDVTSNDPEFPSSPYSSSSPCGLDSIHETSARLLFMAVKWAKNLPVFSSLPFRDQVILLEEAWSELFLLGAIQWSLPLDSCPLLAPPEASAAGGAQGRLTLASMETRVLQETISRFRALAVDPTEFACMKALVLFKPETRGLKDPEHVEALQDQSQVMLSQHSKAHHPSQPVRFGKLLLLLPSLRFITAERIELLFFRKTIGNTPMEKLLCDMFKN
# EBV LMP1 NFkB = reduces LMP1-driven NF-kappaB luciferase signal | AID 504558 | inhibition, % at 12.5 µM | LMP1-induced NF-kappaB luciferase reporter cells, luminescence | actives 0.69% (n = 350,000); in the data active = inhibition above about 41%;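 note: 0% = neutral control wells and 100% = reference inhibitor control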
# NR2E3 ag-2 = activates human photoreceptor nuclear receptor NR2E3 | actives 0.12% (n = 320,000) | inhibition of corepressor binding, % at 4.78 µM | GST-NR2E3/biotin-RetCOR TR-FRET, 1536-well | AID 2300;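 active = percent inhibition above the cutoff of mean plus 3 SD of all tested compounds, set per screening campaign, cut at about 20% in these data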;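 note: 0% = DMSO wells and 100% = biotin wells as full block of FRET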
#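 Material: NR2E3–RetCOR corepressor complex / Amount: 1.35 nM GST-NR2E3 / Medium: Tris pH 7.5 / Compound: single nominal compound dose of 4.8 µM / Incubation: 5 h at 4 °C / Technique: TR-FRET, Eu(K)-anti-GST donor, streptavidin-D2 acceptor, ex 340, em 617/671 nm / Read-out basis: percent loss of FRET ratio relative to control wells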
# HIF-2a block = inhibitors of HIF-2a; 786-0 RCC cells HIF-2a reporter, luciferase luminescence, overnight; AID 624352; inhibition, % at 18.8 µM; actives 0.72% (n = 360,000);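 active = inhibition of the luminescence signal of 40% or more relative to plate controls, in a single-dose primary screen at 18.75 µM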
# Shn3 inh set2 = reduces Shn3 3'UTR luciferase signal in osteoblasts | Clone20 osteoblast Shn3 3'UTR firefly luciferase, 24 h | inhibition, % at 12.5 µM | actives 0.52% (n = 360,000) | AID 588674;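 active = mean inhibition of at least 75% with every replicate also reaching 75%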;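 note: 0% = median of neutral control wells and 100% = pilot-screen positive control compound; some compounds past the cut are filed as inactive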
# C8 TRAIL sens = sensitizes caspase-8 expressing cells to TRAIL; AID 624354; inhibition (viability loss, TRAIL sensitization), % at 10 µM; actives 1% (n = 360,000); NB7+C8 cells + TRAIL, ATPlite viability luminescence;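 active = compounds causing at least 50% loss of cell viability in the single-dose screen, relative to plate controls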
# Peg3 prom inh = reduces Peg3 promoter-driven luciferase expression in HeLa | HeLa PEG-Prom luciferase reporter, luminescence, overnight | inhibition, % at 20 µM | actives 1.7% (n = 360,000) | AID 588405;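 active = inhibition of at least 50% at 20 µM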
# iPSC survival up = hiPSC single-cell survival enhancement. ATPlite luminescence; 100% = ROCK inhibitor wells, 0% = DMSO. survival enhancement, % at 20 µM. actives 0.044% (n = 360,000). AID 602274; in the data active = survival enhancement above about 18%;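 note: cells exposed to compounds for 16 hours before the ATP read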
# CF NFkB block = blocks PAF-induced NF-kB reporter in cystic fibrosis cells; actives 0.86% (n = 360,000); inhibition, % at 5 µM; KKLEB NF-kB-GFP reporter, GFP fluorescence overnight;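 active = at least 50% inhibition at 5 µM, scaled per plate between neutral and stimulator controls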;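 note: PAF is a Pseudomonas aeruginosa culture filtrate used as stimulus; plate controls were PAF-stimulated DMSO wells for no effect and unstimulated DMSO wells for full effect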
# MITF TRPM1 inh = reduces MITF-dependent TRPM1 promoter luciferase signal | AID 488899 | actives 0.83% (n = 330,000) | SK-MEL-5 TRPM1 promoter luciferase, 24 h | inhibition, % at 12.5 µM;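 active = mean inhibition across replicates of 60% or more, whatever share of single replicates reaches that level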; note: values of inactives mirror those of a sister screen read the other way
# * marks the source's active call; other numbers are inactive results; · = no result given.
SMILES,KKLEB tox,NR2E3 ag-1,EBV LMP1 NFkB,NR2E3 ag-2,HIF-2a block,Shn3 inh set2,C8 TRAIL sens,Peg3 prom inh,iPSC survival up,CF NFkB block,MITF TRPM1 inh
Cc1nnc(N2CCN(c3ccccc3)CC2)[nH]c1=O,-0.7,-4.2,4.8,1.3,15.6,16.7,-5.2,-3.2,-0.4,1.6,4.6
O=C(Nc1ccc2c(c1)OCCO2)C1CCCN(S(=O)(=O)c2cnc[nH]2)C1 (configuration not stated),6.3,8.3,-1.5,7.2,-4.1,-11.2,6.7,-0.1,-2.6,-12.0,10.6
CCN(C(=S)Nc1cccc(C)c1)c1ccccc1,8.9,-17.7,-2.7,2.6,-17.0,-14.6,4.4,11.5,1.7,-5.3,-19.2
CCOC(=O)C1=CC[C@@H](c2ccccc2)N(S(=O)(=O)c2ccc(C)cc2)[C@H]1c1ccccc1C,-6.4,-9.2,·,·,14.8,28.3,0.8,18.1,5.3,13.8,·
O=C(NCc1cccs1)C1CC(c2ccc(Cl)cc2)=NO1 (configuration not stated),-8.7,-126.2,-15.5,4.5,-167.7,-6.9,1.3,-68.3,0.2,11.4,-0.5
CC(NC(=O)c1ccccc1)C(=O)Nc1ccccc1 (configuration not stated),-0.6,8.1,2.7,·,1.3,-24.7,-17.4,17.1,-1.9,1.3,-6.3
Cc1ccc(-c2csc(NC(=O)CN3C(=O)CCC3=O)n2)cc1,2.5,-11.0,-6.2,-2.8,-11.9,0.2,-3.4,8.3,-1.7,1.4,-5.7
CC1Oc2ccc(C#N)cc2N(Cc2ccc(F)cc2)C1=O (configuration not stated),3.7,-25.8,·,·,20.4,9.7,-3.8,7.5,-2.7,5.5,·
CC(C)(C)c1ccc(CC(=O)N2CCC2(C)C(=O)NS(=O)(=O)c2ccccc2C(F)(F)F)cc1 (configuration not stated),-8.5,-16.3,·,·,0.9,-9.1,-17.2,5.7,0.2,18.7,·
O=C(c1ccccn1)c1ccc2ccccc2n1,-3.9,-16.9,·,-1.1,-8.0,-2.5,11.9,-10.4,-0.5,7.3,·
Cc1ccc2oc(=O)cc(CN3CC(C)OC(C)C3)c2c1 (configuration not stated),6.9,-7.5,1.1,1.4,2.3,0.4,-3.2,5.3,-0.5,-12.5,-6.6
CNC(=O)CN(c1cc(OCCOC)c(Cl)cc1Cl)S(=O)(=O)c1ccccc1,-4.9,-1.2,-6.3,6.8,19.6,7.2,1.9,9.2,-2.5,4.5,8.4
CCn1ncc(/C=N\NC(=O)c2ccc3c(c2)c(C)c(C)n3Cc2ccccc2)c1C,16.1,-7.3,4.5,-1.9,-4.9,11.8,13.8,6.2,-4.7,-14.1,7.8
CC1CN(CCCSc2ccc(Cl)cc2)CC(C)O1 (configuration not stated),-0.7,-5.8,-0.4,-4.5,-10.8,-9.9,1.3,-15.7,-0.4,3.1,-3.0
C/C(=N\NC(=O)c1cc(C)oc1C)c1ccc(C)c([N+](=O)[O-])c1,18.3,-38.0,-0.6,-0.2,-1.8,-38.5,5.1,26.1,-0.6,-11.4,-17.5
COC(=O)CSc1cc(C)nc(NC(C)=O)n1,4.1,22.5,-6.4,0.5,15.4,12.1,-22.2,-1.6,0.4,6.5,2.1
CN(C)c1ccccc1C(=O)N1CCC(n2nccc2NC(=O)C2CC2)CC1,1.7,-19.2,0.2,-1.4,1.1,4.9,-23.2,-2.9,-0.6,18.7,2.8
CC(=O)N1CCC(C(=O)Nc2ccc3c(c2)CCC3)CC1,11.2,-6.8,-16.4,1.0,-8.4,-13.5,-14.3,1.9,1.4,7.5,13.8
COc1cc(C(=O)OCC(=O)N2CCNC2=O)cc(Cl)c1OC,15.7,8.8,-0.5,·,11.1,0.3,10.9,13.3,0.0,-21.3,-7.7
COc1ccc(C(=O)c2nccc3ccccc23)cc1,-12.9,1.3,-0.4,-2.0,-137.7,-27.2,-29.9,-107.9,0.3,0.1,-13.1
COc1ccc(OC)c(/C=C/C(=O)Nc2cccc(S(=O)(=O)NC3=NCCCCC3)c2)c1,4.3,-20.7,1.6,4.1,-7.3,20.2,3.6,-2.6,0.6,-12.2,·
Cc1cc(NC(=O)CSc2nc(C(C)C)nc3sc4c(c23)CCC(C)C4)no1 (configuration not stated),-1.3,-8.6,2.8,2.4,3.2,31.2,24.7,-3.6,9.3,10.9,4.0
CC(C)C(C(=O)Nc1ccccc1F)N1C(=O)c2ccccc2C1=O (configuration not stated),4.0,14.3,2.7,-7.2,14.3,7.5,3.1,10.3,0.4,-0.1,7.7
CC1CN(C(=O)COC(=O)[C@@H](NC(=O)c2ccccc2Cl)C(C)C)CC(C)O1 (some centres not stated),9.8,11.1,-5.0,·,4.2,7.5,-12.9,-6.5,-0.6,14.4,·

# Arranged by formula weight (lowest first): five of the compounds above
SMILES,KKLEB tox,NR2E3 ag-1,EBV LMP1 NFkB,NR2E3 ag-2,HIF-2a block,Shn3 inh set2,C8 TRAIL sens,Peg3 prom inh,iPSC survival up,CF NFkB block,MITF TRPM1 inh
COC(=O)CSc1cc(C)nc(NC(C)=O)n1,4.1,22.5,-6.4,0.5,15.4,12.1,-22.2,-1.6,0.4,6.5,2.1
CN(C)c1ccccc1C(=O)N1CCC(n2nccc2NC(=O)C2CC2)CC1,1.7,-19.2,0.2,-1.4,1.1,4.9,-23.2,-2.9,-0.6,18.7,2.8
CC1CN(C(=O)COC(=O)[C@@H](NC(=O)c2ccccc2Cl)C(C)C)CC(C)O1 (some centres not stated),9.8,11.1,-5.0,·,4.2,7.5,-12.9,-6.5,-0.6,14.4,·
COc1ccc(OC)c(/C=C/C(=O)Nc2cccc(S(=O)(=O)NC3=NCCCCC3)c2)c1,4.3,-20.7,1.6,4.1,-7.3,20.2,3.6,-2.6,0.6,-12.2,·
CC(C)(C)c1ccc(CC(=O)N2CCC2(C)C(=O)NS(=O)(=O)c2ccccc2C(F)(F)F)cc1 (configuration not stated),-8.5,-16.3,·,·,0.9,-9.1,-17.2,5.7,0.2,18.7,·

# (further entries)
SMILES,KKLEB tox,NR2E3 ag-1,EBV LMP1 NFkB,NR2E3 ag-2,HIF-2a block,Shn3 inh set2,C8 TRAIL sens,Peg3 prom inh,iPSC survival up,CF NFkB block,MITF TRPM1 inh
CC[C@@]12C(=O)N(c3ccccc3)C(=O)N1[C@H](c1cccc(C)c1)[C@@H]1C(=O)N(Cc3ccccc3)C(=O)[C@@H]12,15.2,18.8,0.8,-1.1,11.4,-3.6,-0.4,3.4,-0.8,-13.0,3.4
CC1CCCC(NC(=O)CCCn2c(=S)[nH]c3ccccc3c2=O)C1C (configuration not stated),-1.0,-12.9,4.1,-3.1,25.2,-0.2,-11.4,16.7,0.4,20.3,5.2
CN(C)S(=O)(=O)c1ccc(NC(=O)COc2cccc3c2OC(C)(C)C3)cc1,15.3,26.9,-2.2,·,-5.3,46.1,0.9,24.5,-0.4,-17.1,4.1
CC(C)N(C(=O)COC(=O)c1ccc([N+](=O)[O-])cc1)c1ccccc1,12.0,-12.5,0.6,7.0,18.6,0.5,-1.4,4.3,-1.2,2.5,1.7
CC(C)N=c1c([N+](=O)[O-])nn(C)n1O,19.9,-10.7,-0.4,0.2,10.0,16.0,-1.7,-1.2,-2.6,-17.8,38.3
CN(CC(=O)Nc1ccccc1Cl)C(=O)CSc1nncs1,1.8,1.1,-2.9,4.0,0.7,-29.7,-11.4,-1.7,-0.6,-9.8,-1.3
c1ccc(CCNc2ccnc3cc4ccccc4cc23)cc1,0.1,92.6*,-59.5,·,-2.8,94.1*,32.9,105.6*,-2.6,-11.0,102.6*
COc1ccccc1/C=C(/C(=O)OCC(=O)NCc1ccccc1)c1ccccc1,-2.0,15.1,1.7,6.1,3.8,-24.1,0.5,7.5,0.8,2.3,6.0
Cc1ccc(C)c(OCCCCn2ccnc2)c1,0.3,-6.5,3.9,3.4,4.2,-35.0,-2.8,9.3,-0.8,3.1,1.7
COC(=O)CNc1cc(S(=O)(=O)N2CCCCC2)ccc1Oc1ccc(C(=O)OC)cc1,-4.4,-7.3,0.2,-2.6,3.7,18.7,1.5,-3.4,-0.7,4.8,-9.1
C=CCn1c(SC(C)CC)nc(O)cc1=O (configuration not stated),5.0,-1.9,1.2,2.0,2.2,-4.7,4.4,10.3,1.2,2.0,6.3
COc1ccc(C)cc1-n1nnnc1SCc1csc(C)n1,-9.6,-25.0,-5.8,1.9,0.4,-22.5,4.8,7.2,-2.0,2.0,-0.2
CN(Cc1cnn(C)c1)C(=O)c1sc2cccc(Cl)c2c1Cl,-1.2,-13.8,4.4,1.9,-6.7,-3.0,-0.2,-25.7,0.8,2.4,3.6
Cc1nnc(NC(=O)CC23CC4CC(CC(C4)C2)C3)s1,-3.9,-25.9,3.1,2.3,-1.5,12.4,-10.9,-5.3,-2.9,13.0,·
CN1CCN(CC(O)COC(c2ccccc2)c2ccccc2)CC1 (configuration not stated),0.7,-16.0,-7.1,1.0,5.9,-6.5,-7.0,-0.9,-0.7,3.2,-13.4
CCOc1ccc2ccc(OCC)c(/C=N/n3cnnc3)c2c1,13.0,-60.6,-12.8,-0.5,-189.4,-57.4,6.9,-130.9,0.7,-38.0,4.2
O=C(C1CC1)N1CCc2cc(Br)cc(S(=O)(=O)NCc3ccccn3)c21,3.3,2.5,6.0,1.7,9.2,-9.6,9.2,22.0,-1.0,6.9,7.0
O=S(=O)(c1ccccc1)N1CCN(CC(O)COc2ccc3c(c2)CCC3)CC1 (configuration not stated),-0.3,-9.1,0.8,-4.1,-0.5,1.5,8.1,15.5,-3.6,-2.4,-0.6
O=C(CS(=O)(=O)c1c[nH]c2ccccc12)N1CCCc2ccccc21,12.5,-54.8,-8.5,1.0,15.2,-22.8,-0.9,17.4,-0.3,-1.1,4.9
CCOc1ccc(NS(=O)(=O)c2cc(NC(=O)CCS(=O)(=O)c3ccc(C)cc3)ccc2OC)cc1,-8.2,-1.1,-4.5,1.5,22.9,-2.1,-11.2,28.1,0.9,12.3,-1.9
Cc1cc(C=O)c(C)n1-c1ccc(N2CCCCC2)c([N+](=O)[O-])c1,-7.5,0.8,27.5,-1.0,-1.4,38.7,-0.3,-20.9,-0.2,20.2,10.5
Cc1cc(C(=S)N2CCOCC2)c(C)n1-c1ccc(F)cc1,21.2,-0.2,2.2,6.1,8.1,4.0,-5.8,11.0,-1.9,-15.6,0.2
O=C(COC(=O)CNC(=O)c1ccc(Cl)cc1Cl)NC(=O)NC1CCCCC1,-14.1,-19.4,-1.7,-0.4,14.0,-6.1,-4.9,5.1,-0.3,9.2,2.9
O=S(=O)(c1ccc(C2CCCCC2)cc1)N1CCN(c2ncccn2)CC1,7.9,15.4,-11.4,1.5,3.8,-3.7,24.0,21.7,-1.3,-2.7,-6.3
CCOC(=O)N1CCC(NS(=O)(=O)c2ccc(C)c(Cl)c2)CC1,2.6,4.1,-7.7,0.6,-5.1,-0.9,-1.7,9.6,-0.4,19.7,-4.2
CCOc1ccccc1NC(=O)CSc1ccc(-c2sc(C)nc2C)nn1,-5.0,-7.8,15.1,1.7,14.5,37.2,7.4,14.1,-0.4,32.3,7.2
Cc1cccc(-c2nc(C#N)c(NC3CCCCC3)o2)c1,-13.0,-112.7,-67.4,3.0,-226.1,-102.1,26.9,-288.6,-2.1,0.4,-101.0

# Not all compounds are listed (hit frequency here may not be typical).
